# ST2 inh – inhibitors of human ST2 (IL1RL1) binding to IL-33; 78,000 compounds, 2.3% hits; AID 1259354; Q01638; inhibition, % for hits at 17 µM; AlphaLISA ST2-Fc/biotin-IL-33 interaction, 1 h; in the data active means inhibition above about 30%; inconclusive means mostly about 10% to 28%
# Target sequence (Q01638 whole entry, looked up): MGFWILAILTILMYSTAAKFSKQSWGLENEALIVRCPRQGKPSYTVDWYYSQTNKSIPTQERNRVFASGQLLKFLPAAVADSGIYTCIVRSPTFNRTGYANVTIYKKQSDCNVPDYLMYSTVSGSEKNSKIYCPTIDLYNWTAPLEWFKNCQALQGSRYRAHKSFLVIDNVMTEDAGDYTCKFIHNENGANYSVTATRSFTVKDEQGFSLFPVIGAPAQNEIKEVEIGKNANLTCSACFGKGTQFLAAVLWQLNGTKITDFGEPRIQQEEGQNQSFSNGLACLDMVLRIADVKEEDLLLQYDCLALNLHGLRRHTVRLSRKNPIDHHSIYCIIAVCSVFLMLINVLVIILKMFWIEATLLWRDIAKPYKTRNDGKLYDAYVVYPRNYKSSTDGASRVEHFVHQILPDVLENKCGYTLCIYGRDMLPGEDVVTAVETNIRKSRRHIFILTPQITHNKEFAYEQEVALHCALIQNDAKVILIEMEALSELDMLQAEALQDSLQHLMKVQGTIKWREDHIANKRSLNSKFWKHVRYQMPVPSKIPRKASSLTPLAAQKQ
# * hit, by the source's call; i = inactive; ? = inconclusive.
SMILES,ST2 inh
COc1cc2c(cc1OC)CN(Cc1cccc(O)c1)CC2,i
CCCn1ncc(C(=O)N2CCC3(CN(C)C(=O)O3)C2)c1C (stereo unspecified),i
CCOCCCn1c(SCC(=O)c2ccccc2)nc2c(sc3ccccc32)c1=O,?
CCC(=O)Nc1ccc(OCC(=O)N2CCCC2c2ccccc2C)cc1 (stereo unspecified),i
Brc1ccc2nc(-c3ccccn3)c(Nc3ccccc3)n2c1,i
Cc1n[nH]c(C)c1S(=O)(=O)N1CCN(C)CC1,i
CC(=O)c1ccc(N2CCN(S(=O)(=O)c3cccc4nonc34)CC2)cc1,i
COc1cccc(NC(=O)c2ccccc2NC(=O)CCC(=O)O)c1,i
CCOc1c(N2CCc3ccccc32)c(=O)c1=O,i
CCc1nc(C)cn1S(=O)(=O)c1cc(C)c(Br)cc1C,i
O=C(Nc1c2c(nn1-c1cccc(Cl)c1)CS(=O)C2)c1ccco1 (stereo unspecified),i
O=C1Nc2cc(Cl)c(Cl)cc2N(O)N1c1ccc(Cl)cc1,i
Cc1ccc2c(c1)c1c3n2CCN(C=O)C3CCC1 (stereo unspecified),?
CC1=C(C(=O)Nc2cccnc2)C(c2ccccc2)n2nc(SCc3ccccc3)nc2N1 (stereo unspecified),?
O=C(CO)c1c[nH]c2ccccc12,i
CC(C)c1nc(CCNC(=O)c2cn(-c3ccccc3)nn2)cs1,?
CCC(=O)N1CCc2cc(Br)cc(S(=O)(=O)N3CCC(C)CC3)c21,i
CC1=C(C(=O)N2CCC3(CCCN(CC4CCC4)C3=O)C2)OCCO1 (stereo unspecified),i
C=CC[C@@H]1CC=C[C@@H](C)N1C(=O)c1cccc2ccnn12,?
CN(CC(=O)N1CC=C(c2ccccc2)CC1)S(=O)(=O)c1ccc2c(c1)CCC(=O)N2,i

# A draw from above in order of length of the SMILES, descending.
SMILES,ST2 inh
CN(CC(=O)N1CC=C(c2ccccc2)CC1)S(=O)(=O)c1ccc2c(c1)CCC(=O)N2,i
CC1=C(C(=O)Nc2cccnc2)C(c2ccccc2)n2nc(SCc3ccccc3)nc2N1 (stereo unspecified),?
O=C1Nc2cc(Cl)c(Cl)cc2N(O)N1c1ccc(Cl)cc1,i

# (continued)
SMILES,ST2 inh
CC(C)c1cc(C2CCN(C(=O)c3ccc4c(c3)CCO4)CC2)[nH]n1,?
COc1cccc(NC(=O)C(=O)NCC(C)O)c1 (stereo unspecified),i
O=C(CSc1nc2sc3c(c2c(=O)n1-c1ccccc1)CCC3)NCc1ccco1,i
Cc1ccc(N2C(=O)CSC2=NC(=O)Nc2ccccc2)c(C)c1,i
O=C(c1cccs1)N1CCCCCC1,i
COc1ccc(C2SCCN2S(=O)(=O)c2ccc([N+](=O)[O-])cc2)cc1 (stereo unspecified),i
CCOC(=O)C1(CCOc2ccccc2)CCCN(C(=O)c2scc3c2OCCO3)C1 (stereo unspecified),i
O=c1cc(CCn2cnc(-c3ccccc3)c2-c2cccc3cccnc23)nc[nH]1,?
CCCn1nc2c(c1C)C(CCSC)CC(=O)N2 (stereo unspecified),i
CN1CCN(CC#CCC2(O)c3ccccc3-c3ccccc32)CC1,i
CCCC(C)c1c(-c2ccccc2)ncn1Cc1cnc(C)cn1 (stereo unspecified),i
CC(C)c1cc(C(=O)Nc2cc(Cl)ccc2Cl)no1,i
O=C1C(c2ccccn2)=C(O)c2ccccc21,i
CCNC(=O)c1ccnc(N2CCC(CO)(Cc3ccccc3Cl)CC2)c1,?
COC(=O)[C@@H]1Cc2c([nH]c3ccccc23)[C@H]2C[C@@H](NCCNC(C)=O)C[C@@H](c3ccc(C(C)C)cc3)N21,?
CCN(CCNS(=O)(=O)c1ccc2c(c1)CCN2C(=O)C1CC1)c1ccccc1,?
CC(Cc1ccccc1)NC(=O)CN1C(=O)c2ccccc2S1(=O)=O (stereo unspecified),i
CC(C)Oc1ccc(Cc2c(O)nc(N)[nH]c2=O)cc1,i
C[C@]12CCC(=O)C=C1CC[C@@H]1[C@@H]2[C@@H](O)C[C@@]2(C)[C@H]1CC[C@]2(O)C(=O)CO,?
CCn1cnc(NC(=O)N2CCOc3ccc(Cl)cc3C2)n1,?
CCCC(=O)Nc1ccc(Nc2nc(C)cc(Nc3ccccc3)n2)cc1,31%*
OCCNc1ccc(-c2cc3ccccc3o2)nn1,i
COc1c[nH]c(C(=O)N2C[C@@H]3[C@@H]4CC[C@@H](C4)[C@@H]3C2)cc1=O,i
CN(C)c1ncccc1CNc1ccc2cc(Cl)ccc2n1,i
O=C(Nc1ccon1)c1ccccc1Cl,i
CCCCNC(=O)c1ccc(Cn2c(=O)[nH]c3cc(OC)c(OC)cc3c2=O)cc1,i
CSc1ccc(-c2nc3cnccn3c2Nc2ccc3c(c2)OCCO3)cc1,?
CCCN(CC#Cc1ccccc1)C(=O)c1ccc2nccn2c1,i
Cc1ccc(OCCCn2cnc3ccccc3c2=O)c(Br)c1,i
CN(C(=O)c1ccco1)c1ccccc1,i
CCn1cc(C(=O)NC2CCCCCC2)c(=O)c2cc(S(=O)(=O)N3CCOCC3)ccc21,i
CC(=O)Nc1cccc(Oc2ccc(C)c(C)c2)c1,i
Oc1cccc2ccc[n+](CC(O)Cn3c4ccccc4c4ccccc43)c12 (stereo unspecified),?
Cc1cccc(C)c1N(CC(=O)Nc1ccc(Br)cc1)S(C)(=O)=O,i
COCc1cc(CN(C)c2ncnc3[nH]ccc23)[nH]n1,?
COCCNC(=O)CSC1=Nc2ccccc2C2=NC(Cc3c[nH]c4ccccc34)C(=O)N12 (stereo unspecified),?
CCC(Sc1nc(C)cc(-c2ccccc2)n1)C(=O)Nc1ccccc1C#N (stereo unspecified),i
Cc1ccc(S(=O)(=O)Nc2cccc([N+](=O)[O-])c2)cc1,i
Cc1ccc(Nc2nc(-c3ccc(F)cc3)cs2)cc1Cl,i
COc1ccc(-c2ccc(/C=c3\sc4nc5ccccc5n4c3=O)o2)c([N+](=O)[O-])c1,?
O=[N+]([O-])c1ccccc1S(=O)(=O)Nc1ccc(S(=O)(=O)N2CCc3ccccc32)cc1,i
CNC(=O)CC1CCN(Cc2cc(C(C)(C)C)ccc2O)CC1,?
COC(=O)COc1cc2oc(=O)c3c(c2cc1Cl)CCC3,i
Cc1ccc2cc(CN3CC(n4cccn4)C3)c(=O)[nH]c2c1,i
Nc1nccc(N2CCOC(CC(c3ccccc3)c3ccccc3)C2)n1 (stereo unspecified),?
CCc1noc(CN(CC)C(=O)c2ccc3ncsc3c2)n1,?
C=CCNC(=O)c1ccc(C)cc1Cl,i
O=C(Nc1cc2cc(Cl)ccc2oc1=O)c1ccc(Br)cc1,i
COc1cccc(NC(=O)c2cc3cc4cc(OC)ccc4nc3s2)c1,i
Cc1ccc(/C=C2/SC(N3CCCC3)=NC2=O)cc1,i
Cc1ccc(OCCCN(C)C(=O)c2cn(-c3ccccc3)nn2)c(C)c1,i
O=C(Nc1nc(-c2ccc(Br)cc2)cs1)c1cc(=O)c2ccccc2o1,i
CCN(CC)C(=O)Cn1c(=O)n(CC(=O)NCc2ccc(C)cc2)c(=O)c2sccc21,i
CCc1nc(C)c(C(=O)N2CCc3c(nc(-c4ccccc4)[nH]c3=O)C2)o1,i
Cc1nc(SCc2nc3ccccc3[nH]2)[nH]c(=O)c1C,i
COc1cccc(N(CC(=O)N2CCOCC2)S(C)(=O)=O)c1,i
Cc1ccc(NC(=O)CN2CCN(Cc3ccccc3F)S2(=O)=O)c(Cl)c1,i
Cc1c(NS(=O)(=O)c2cc(Cl)ccc2Cl)cccc1[N+](=O)[O-],i
COCCOC(=O)c1c(C)oc2ccc(OC(=O)c3ccccc3C)cc12,i
CCN1CCN(CC(=O)NCc2cccnc2Oc2ccccc2F)CC1,i
# Following part.
SMILES,ST2 inh
COc1ccc(N(N)Cc2ccccc2)cc1,50%*
COc1ccc(C(=O)Nc2cccc(C)c2C)cc1Br,i
CNc1nc(OCC(F)(F)F)nc(N2CCCC[C@H]2c2cccnc2)n1,?
O=C(Nc1ccc(Cl)c(C(=O)c2ccccc2)c1)c1cc(=O)c2ccccc2o1,i
CC(=O)Nc1ccc(S(=O)(=O)Nc2nc3ccccc3nc2Nc2cccc(O)c2)cc1,i
COc1ccc(NC(=O)C2CCN(C(=O)Cc3ccccc3)CC2)c(OC)c1,i
CN1C[C@@H](NC(=O)NC2CCCCC2)C[C@H]1c1nc(-c2ccccn2)no1,?
COc1ccc(NC(=O)c2c(NC(=O)CNCc3ccco3)sc3c2CCC3)cc1,i
CN(C)S(=O)(=O)c1ccc(C(=O)N=c2sc3ccccc3n2C)cc1,i
CC(C(=O)NCc1cccnc1)N1C(=O)COc2ccc(Cl)cc21 (stereo unspecified),i
CN1CCc2c(sc(NC(=O)COc3ccccc3)c2-c2nc3ccccc3s2)C1,?
COC[C@H]1CCCN1C(=O)CC[C@@H]1CNC(=O)[C@@H]2C[C@H](NCc3ccc(OC)cc3)CN12,?
COc1ccccc1C1CCCN1C(=O)C1CCCN(c2nc(C)c3ccc(C)cc3n2)C1 (stereo unspecified),?
CNC(=O)c1c(N=Cc2ccccc2O)sc2c1CCCC2,?
CC1=C(C(=O)Nc2cccnc2)C(c2ccncc2)n2ncnc2N1 (stereo unspecified),i
COc1ccc(C(=O)NC[C@H]2O[C@@H](CO)[C@@H](O)[C@H]2N2CCN(c3ccc(F)cc3)CC2)cc1,i
Cc1ccc(NS(=O)(=O)c2ccc3c(c2)CCN3C(=O)C2CC2)cc1C,i
O=c1c(C=NCCCO)c(CSc2ccc(Cl)cc2)[nH]n1-c1nc2ccccc2s1,i
Cc1ccc(-n2nc3c(c2NC(=O)c2cccc(C(F)(F)F)c2)CS(=O)C3)cc1 (stereo unspecified),i
O=C1CC(Sc2ccc(Br)cc2)C(=O)N1c1ccccc1 (stereo unspecified),i

# Structures shown so far containing bromine, in the order listed:
SMILES,ST2 inh
Brc1ccc2nc(-c3ccccn3)c(Nc3ccccc3)n2c1,i
CCc1nc(C)cn1S(=O)(=O)c1cc(C)c(Br)cc1C,i
CCC(=O)N1CCc2cc(Br)cc(S(=O)(=O)N3CCC(C)CC3)c21,i
Cc1ccc(OCCCn2cnc3ccccc3c2=O)c(Br)c1,i
Cc1cccc(C)c1N(CC(=O)Nc1ccc(Br)cc1)S(C)(=O)=O,i
O=C(Nc1cc2cc(Cl)ccc2oc1=O)c1ccc(Br)cc1,i
O=C(Nc1nc(-c2ccc(Br)cc2)cs1)c1cc(=O)c2ccccc2o1,i
COc1ccc(C(=O)Nc2cccc(C)c2C)cc1Br,i
O=C1CC(Sc2ccc(Br)cc2)C(=O)N1c1ccccc1 (stereo unspecified),i

# (cont.)
SMILES,ST2 inh
COc1cc(C=O)cc(Cl)c1OCc1cccc([N+](=O)[O-])c1,?
CSc1nc(N2CCOCC2)c2c(c1C#N)CC(C)(C)OC2,?
O=C(CC1COCCN1)NCc1cn2ccsc2n1 (stereo unspecified),?
Cc1cc(C)c(NC(=O)COc2ccccc2C)c(Cl)c1,i
COCCN1CCN(C(=O)CC2C(=O)NCCN2Cc2ccoc2)CC1 (stereo unspecified),i
COc1ccc(NC(=O)c2ccccc2I)c([N+](=O)[O-])c1,?
COc1ccc(/C=c2\sc3nc(-c4ccc(OC(C)C)cc4)nn3c2=O)c(OC)c1,i
COc1ccc(-n2nnnc2SCC(=O)Nc2ccc(F)c(F)c2)cc1,i
C=CCN1CCc2c(cc(O)c(O)c2Br)[C@@H](c2ccccc2)C1,?
NS(=O)(=O)c1ccc(NC(=O)CSc2nc(-c3ccccc3)c(-c3ccccc3)o2)cc1,i
Cc1ccc(NC(=O)COc2nsnc2N2CCOCC2)cc1Cl,i
CC1=C[C@@H](CNS(C)(=O)=O)[C@H](C(C)C)C[C@H]1Cc1nnc(-c2cncn2C)o1,?
O=C(O)CCC(=O)Nc1ccccc1C#Cc1ccccc1,i
CC(C)c1cc(CNC(=O)C2CCC(=O)N(CCc3ccc(Cl)cc3)C2)on1 (stereo unspecified),i
O=C(Nc1ccc(F)cc1F)c1ccc(-c2ccc(Cl)cc2)o1,i
O=C(O)C1CCCN1S(=O)(=O)c1ccc(Cl)cc1 (stereo unspecified),i
CCn1cc(C(=O)NCC2CCCO2)c2cc(OC)c(OC)cc2c1=O (stereo unspecified),i
Cc1ccc(-n2cccn2)c(CN2CCC(CO)(CCc3ccccc3)CC2)c1,?
CC(C)(C)c1ccc(C(=O)Nc2ccccc2C(=O)O)o1,?
COc1ccc2cc(-c3[nH]ncc3CN3CCCC3c3nccs3)ccc2c1 (stereo unspecified),i

# Fetched one by one from above, 4 records:
SMILES,ST2 inh
CCN1CCN(CC(=O)NCc2cccnc2Oc2ccccc2F)CC1,i
CC(=O)c1ccc(N2CCN(S(=O)(=O)c3cccc4nonc34)CC2)cc1,i
COC[C@H]1CCCN1C(=O)CC[C@@H]1CNC(=O)[C@@H]2C[C@H](NCc3ccc(OC)cc3)CN12,?
CC1=C(C(=O)Nc2cccnc2)C(c2ccncc2)n2ncnc2N1 (stereo unspecified),i

# More results:
SMILES,ST2 inh
COc1ccc(Cc2nc3ccc(OC(C)=O)cc3c(=O)o2)cc1,i
Cc1cc(C)c2nccc(-c3ccncc3)c2c1,?
CCCCOC(=O)c1ccc(OC(=O)c2ccncc2)cc1,i
O=C(NCc1ccccc1Cl)c1ccc(Cn2c(=O)[nH]c3ccsc3c2=O)cc1,i
Fc1ccccc1-c1nnc([C@H]2CCN(Cc3ccc4c(c3)OCO4)C2)o1,i
O=C(O)CC12C[C@@H]3C[C@@H](CC(O)(C3)C1)C2,i
Cn1c(=O)cc(SCC(=O)Nc2cccc(Cl)c2)c2ccc(Cl)cc21,i
COc1cc([N+](=O)[O-])ccc1-c1ccc(/C=C2\C(=O)ON=C2c2ccccc2)o1,34%*
COc1ccc(Cl)cc1C1C2=C(CC(C)(C)CC2=O)NC2=C1C(=O)CC(C)(C)C2,i
O=C(NC1CCCCC1)N1C[C@@H]2C[C@H](C1)c1c(NS(=O)(=O)c3cccc(F)c3)ccc(=O)n1C2,?
CCSCCOC(=O)C1=C(C)NC2=C(C(=O)C(C(=O)OC)C(C)C2)C1c1ccccc1F (stereo unspecified),i
COc1cccc(OC)c1C(=O)Nc1sc2c(c1-c1nc3ccccc3s1)CCN(C(C)=O)C2,i
COCc1noc(CCn2cnc3sc4c(c3c2=O)CCNC4)n1,?
O=C(Cc1c(C(=O)O)[nH]c2ccccc12)NCc1ccco1,i
CCC(C)NC(=O)CNC(=O)Cn1c(C)cc2ccccc2c1=O (stereo unspecified),i
CC(=O)Nc1ccc(S(=O)(=O)N2C[C@@H]3C[C@H](C2)c2ccc(-c4ccc5ccccc5c4)c(=O)n2C3)cc1,?

# High-throughput results from PubChem BioAssay.

# Only part of the results is shown (hit frequency here may not be typical).
